PKA-R2B activ: activators of human PKA-R2B complex. PKA-R2B holoenzyme dissociation, Cy5-IP20 fluorescence polarization; R2B truncated from residue 108, S112A mutant; 0% DMSO only, 100% 113 µM cGMP. activation, % at 11.4 µM. P22694+P31323. 340,000 tested, 0.079% active;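 active = activation above a cutoff set at the mean over all compounds plus 3 SD, cut at about 18% in these data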;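 also: higher means more holoenzyme dissociation and a rise in polarization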
Ecoli viability: counter-screen for AddAB inhibitors: E. coli growth inhibition | E. coli V3065 growth, OD600 absorbance, 18 h | inhibition, % at 11.9 µM | 330,000 tested, 0.27% active | AID 449728;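 active = inhibition above the campaign's mean inhibition across all tested compounds plus 3 SD, cut at about 9.9% in these data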;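 also: uninfected addAB+ strain grown without phage in ampicillin broth; 0% = DMSO wells and 100% = ciprofloxacin 0.95 µg/ml wells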
DAGLB inh: diacylglycerol lipase beta (human) inhibition. Q8NCG7. HEK293T DAGLB membrane lysate, EnzChek fluorogenic substrate. inhibition, % at 5.17 µM. 340,000 tested, 0.059% active; in the data active = inhibition above about 34%;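 also: 0% = enzyme with vehicle and 100% = wells lacking enzyme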
Target sequence (Q8NCG7 whole entry, looked up): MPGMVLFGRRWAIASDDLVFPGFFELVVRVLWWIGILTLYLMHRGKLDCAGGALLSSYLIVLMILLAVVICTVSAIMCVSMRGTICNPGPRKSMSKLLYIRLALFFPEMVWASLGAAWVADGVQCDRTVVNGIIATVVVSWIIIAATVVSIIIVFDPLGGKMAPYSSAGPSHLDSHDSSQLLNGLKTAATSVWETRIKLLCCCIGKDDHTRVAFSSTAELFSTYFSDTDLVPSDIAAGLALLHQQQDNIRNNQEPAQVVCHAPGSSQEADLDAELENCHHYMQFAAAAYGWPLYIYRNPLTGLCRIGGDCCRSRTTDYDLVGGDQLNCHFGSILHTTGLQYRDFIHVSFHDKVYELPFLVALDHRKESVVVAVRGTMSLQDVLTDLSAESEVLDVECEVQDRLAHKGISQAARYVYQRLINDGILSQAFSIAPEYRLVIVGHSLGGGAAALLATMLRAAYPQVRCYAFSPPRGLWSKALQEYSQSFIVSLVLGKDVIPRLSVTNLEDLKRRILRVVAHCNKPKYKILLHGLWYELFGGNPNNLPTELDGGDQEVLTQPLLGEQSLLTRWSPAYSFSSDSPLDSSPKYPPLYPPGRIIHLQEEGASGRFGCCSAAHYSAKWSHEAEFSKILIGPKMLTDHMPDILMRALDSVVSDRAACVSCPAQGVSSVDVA
Tat export inh: E. coli Tat transport inhibition; inhibition, % at 10 µM; 340,000 tested, 0.036% active; E. coli MC4100 TorA-mCherry Tat export, fluorescence;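 active = mean replicate inhibition at least 50% and at least half of replicates individually reaching 50%; inconclusive = only one of the two criteria met; inactive = neither criterion met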;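 also: exported cargo escapes ClpAP degradation while cytoplasmic cargo is degraded and loses fluorescence; 0% = median of neutral control wells and 100% = median of NaSCN control wells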
PKA-R1A activ: PKA-R1A complex activation | PKA-R1A dissociation, Cy5-IP20 fluorescence polarization; scaled: DMSO 0%, 113 µM cGMP 100% | activation, % at 11.4 µM | 340,000 tested, 0.083% active | P00514+P68181;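 active = percent activation above the mean of all tested compounds plus 3 SD, cut at about 19% in these data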;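 also: higher means more PKAc released from R1A so a rise in polarization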
AddAB inh: less growth of phage-infected E. coli with AddAB; E. coli expressing H. pylori AddAB, absorbance growth; inhibition, % at 11.9 µM; 330,000 tested, 0.29% active; in the data active = inhibition above about 12%;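 also: 0% = vehicle wells of infected cells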
Mot1-301 SUMO: blocks SUMOylation pathway, rescuing yeast Mot1-301 growth; S. cerevisiae Mot1-301 growth rescue, ATP luminescence, 38.5C; percent above DMSO median, 100 means doubled; growth rescue, % at 18.8 µM; 320,000 tested, 1% active; AID 2716;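 active = every valid replicate shows activation above 250% relative to neutral control wells; inactive = the rest, any valid replicate at or below 250%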;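 also: OY570 slx delta 5 strain wells were the positive control but not used for scaling; some compounds called inactive have numbers as strong as hits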
HTR5A ag: activates human HTR5A in OPRM1-OPRD1 agonist counter-screen; P47898; HTR5A agonist assay, luminescence, cell-based; activation, % at 9.3 µM; 340,000 tested, 0.61% active; in the data active = activation mostly above about 9.5%, no sharp cut-off; inactive = mostly below about 7.6%;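 also: 0% = cells with vehicle only and 100% = reference agonist; strong numbers were not always called active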
Target sequence (P47898 whole entry, looked up): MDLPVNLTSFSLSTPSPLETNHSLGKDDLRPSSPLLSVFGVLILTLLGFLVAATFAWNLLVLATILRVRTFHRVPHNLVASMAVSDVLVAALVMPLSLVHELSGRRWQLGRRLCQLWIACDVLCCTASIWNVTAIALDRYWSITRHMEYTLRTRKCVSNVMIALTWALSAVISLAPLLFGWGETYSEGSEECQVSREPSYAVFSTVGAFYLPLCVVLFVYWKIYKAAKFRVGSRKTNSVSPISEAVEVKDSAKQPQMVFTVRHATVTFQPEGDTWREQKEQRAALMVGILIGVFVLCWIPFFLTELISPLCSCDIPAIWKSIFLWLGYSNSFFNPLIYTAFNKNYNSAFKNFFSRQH
HTR5A inv ctr: counter-screen for OPRM1-OPRD1 inverse agonists: human HTR5A inverse agonism; HTR5A cell line, luminescence; P47898; inhibition, % at 9.3 µM; 340,000 tested, 0.083% active; AID 504634; in the data active = inhibition mostly above about 23%, no sharp cut-off; inactive = mostly below about 18%;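 also: 0% = cells with DMSO and 100% = no-cell wells with DMSO; some compounds called inactive have numbers as strong as hits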
CDK5 inh: CDK5/p35 (human) kinase inhibition. AID 488839. 330,000 tested, 0.01% active. Q00535+Q15078. inhibition, % at 10 µM. Recombinant CDK5/p35, ADP-Glo luminescence, 60 min;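 active = highest replicate inhibition of at least 50% and at least 75% of replicates reaching 50%; inconclusive = only one of the two criteria met; inactive = both criteria failed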;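 also: plate controls were DMSO neutral control for no effect and GW8510 at 10 µM for full effect; many of its hits are not listed in these tables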
phage Ecoli inh: E. coli growth loss with phage present; growth absorbance; inhibition, % at 11.9 µM; 360,000 tested, 0.26% active; in the data active = inhibition above about 11%
* = called active by the depositor; ? = inconclusive; nt = no result given; + = active, no number. No enrichment for hits (roughly 2.3% active in at least one column).

Compound,CDK5 inh,Tat export inh,Ecoli viability,Mot1-301 SUMO,PKA-R2B activ,PKA-R1A activ,HTR5A ag,DAGLB inh,AddAB inh,HTR5A inv ctr,phage Ecoli inh
CCOc1c2ccc(C(=O)NCc3ccc(OC(F)(F)F)cc3)cc2nn1C,-0.5,7.3,-0.2,-8.0,7.5,6.6,3.1,-0.5,1.0,-7.9,2.3
Cc1ccc(NC(=O)c2sc3nc[nH]c(=O)c3c2C)c(C)c1,0.5,-7.2,0.8,13.4,-15.8,-1.4,0.3,5.3,3.7,-24.2,0.9
COc1ccc(NC(=O)COC(=O)c2ccc(S(=O)(=O)N3CCCC3)cc2)cc1OC,-1.4,-4.3,-1.2,-0.1,-2.5,4.4,6.4,1.4,0.8,-15.6,0.9
Cc1cc(NC(=O)CN2CCN(c3ccccc3O)CC2)no1,3.3,2.6,-2.5,-17.1,-16.3,-16.4,-2.1,-0.1,0.0,5.4,1.4
Cc1ccc(SCc2noc(C(=O)NC(C)C)c2C(=O)O)cc1C,-0.7,?,-0.5,16.6,1.4,-3.9,6.4,5.4,-0.3,-18.8,0.2
CCOC(=O)c1c(NC(=O)CSc2nnc(-c3cccnc3)o2)sc(C(C)=O)c1C,-0.3,-5.4,-0.6,-2.3,3.6,-10.4,7.8,-2.4,1.4,-13.7,-0.2
O=C(NC1CCC(O)CC1)C1CCN(S(=O)(=O)c2c(Cl)cccc2Cl)CC1 (stereo not drawn),1.8,-2.3,-1.2,nt,-5.3,1.9,-0.6,1.4,-1.4,13.6,4.7
O=C(CNC(=O)c1cccs1)OCc1ccc(Cl)cc1,-4.3,8.2,1.3,-4.4,-3.6,7.3,2.3,0.7,-1.1,-38.6,-0.8
O=C(NP(=O)(N1CCCC1)N1CCCC1)C1=C(N2CCOCC2)/C(=C/c2cccc([N+](=O)[O-])c2)CC1,-0.7,1.2,0.8,-4.6,0.3,-4.3,-3.0,1.1,0.8,7.5,3.1
CC(C)Cn1c(N)c(C(=O)CSc2ccccc2)c(=O)n(C)c1=O,1.4,-5.2,2.0,16.5,-4.5,8.3,4.0,-0.9,5.9,-0.1,5.4
COc1ccc(OC)c(/C=C/C(=O)Oc2ccc(C(C)=O)cc2)c1,0.2,5.0,-0.1,24.3,12.4,3.1,7.5,-4.4,-1.6,0.1,-0.6
COc1cc2c(cc1OC)C(C(=O)NC1CC1)C1c3ccccc3CCN1C2=O (stereo not drawn),2.3,0.1,-1.3,-5.4,-5.1,-16.5,2.4,0.7,0.1,-6.6,1.4
O=C(CCN1C(=O)/C(=C/c2ccccc2F)SC1=S)N[C@@H](CO)Cc1ccccc1,2.7,-3.0,0.0,-7.2,3.9,-9.4,-2.2,2.6,1.3,12.6,-0.2
COc1ccc(NC(=S)NCCc2c(C)[nH]c3ccc(OC)cc23)cc1,-0.1,-0.9,-0.7,-6.5,-1.9,-0.2,-1.7,0.6,-2.2,4.8,2.8
COCCNC(=O)c1cccc(OC2CCN(Cc3ccc(Cl)c(F)c3)CC2)c1,-3.1,15.5,2.1,-3.6,-1.3,-1.4,2.7,0.7,4.7,-10.0,1.2
COc1ccc(CNC(=O)c2ccc(N3CCCC3=O)cc2)cc1,-2.2,-22.7,1.2,2.7,-3.6,3.4,4.2,-2.6,0.6,-26.9,5.3
CC(C)COC(=O)c1cc(-c2ccc(/C=N/n3cnnc3)o2)ccc1Cl,-0.9,-14.0,-1.1,-10.1,-3.4,-7.1,0.1,4.0,-0.8,-0.4,0.6
Cc1ccccc1NC(=O)CC1c2ccccc2CC(C)(C)N1C (stereo not drawn),-1.1,-0.7,-0.2,194.6,-8.6,-7.3,1.8,-0.7,0.0,-0.7,1.5
CCCNC(=O)COC(=O)c1[nH]c(C)c(C(=O)OCC)c1C,-0.7,4.4,-1.0,-15.8,-2.8,-0.1,-2.2,-1.1,0.2,6.9,0.8
Cc1ccc(NC(=O)c2ccccc2O)cc1,0.5,-1.7,2.4,nt,8.4,0.6,-3.8,-2.5,2.2,10.5,3.0
COc1ccccc1C(=O)Cc1ccccc1,-0.9,-1.4,nt,nt,-4.6,-2.9,2.8,-2.1,nt,-10.9,1.3
COc1ccc(C(c2nnnn2C2CCCC2)N2CCc3ccccc3C2)cc1OC (stereo not drawn),1.3,-4.0,nt,nt,-7.6,-4.2,5.6,3.9,nt,-19.9,0.0
CC(C)Oc1ccc(C2CC(=O)N(c3ccccc3)C2=O)cc1 (stereo not drawn),0.3,3.9,-0.9,-8.1,-11.2,-8.7,4.6,-3.8,4.3,1.9,1.7
Oc1cccc(C=Nc2cccc3ccccc23)c1O,2.1,-0.4,-2.5,-19.0,-1.9,-8.1,6.7,15.3,1.0,-24.9,2.2
CCn1cc(C(=O)NCCCN2CCC(C)CC2)c(=O)c2cc(S(=O)(=O)N(C)C3CCCCC3)ccc21,-0.3,-0.5,-0.2,248.7,8.4,-5.1,-4.9,1.6,-0.2,18.3,0.6

Sorted by length of the SMILES (rising): some entries from above
Compound,CDK5 inh,Tat export inh,Ecoli viability,Mot1-301 SUMO,PKA-R2B activ,PKA-R1A activ,HTR5A ag,DAGLB inh,AddAB inh,HTR5A inv ctr,phage Ecoli inh
COc1cc2c(cc1OC)C(C(=O)NC1CC1)C1c3ccccc3CCN1C2=O (stereo not drawn),2.3,0.1,-1.3,-5.4,-5.1,-16.5,2.4,0.7,0.1,-6.6,1.4
O=C(NC1CCC(O)CC1)C1CCN(S(=O)(=O)c2c(Cl)cccc2Cl)CC1 (stereo not drawn),1.8,-2.3,-1.2,nt,-5.3,1.9,-0.6,1.4,-1.4,13.6,4.7
O=C(NP(=O)(N1CCCC1)N1CCCC1)C1=C(N2CCOCC2)/C(=C/c2cccc([N+](=O)[O-])c2)CC1,-0.7,1.2,0.8,-4.6,0.3,-4.3,-3.0,1.1,0.8,7.5,3.1

Continuation.
Compound,CDK5 inh,Tat export inh,Ecoli viability,Mot1-301 SUMO,PKA-R2B activ,PKA-R1A activ,HTR5A ag,DAGLB inh,AddAB inh,HTR5A inv ctr,phage Ecoli inh
CCOC(=O)c1cccc(NS(=O)(=O)c2c(C(=O)N3CCCCCC3)c(C)n(C)c2C)c1,-0.3,3.4,0.4,-5.9,-0.4,7.6,-0.5,-0.8,2.0,11.6,-0.2
CCCNc1nc2c(c(=O)[nH]c(=O)n2C)n1CCC(C)C,-1.3,-5.0,-0.9,-9.4,-4.1,6.0,3.3,-3.8,-1.5,-9.0,2.7
CC(C)[C@H](N)c1cn([C@@H](CC(N)=O)C(=O)N2CCNCC2)nn1,-0.3,1.9,1.7,-4.7,4.5,-10.1,1.1,-2.2,3.5,-3.2,0.4
CCOc1ccc(C(=O)NCC(=O)NNC(=O)c2ccco2)cc1OCC,-4.2,0.0,1.1,-4.3,3.0,5.1,-2.0,2.4,1.2,7.2,3.3
COc1cccc(-n2c(SCC(=O)N3CCCCC3)nc3c([nH]c4ccccc43)c2=O)c1,-0.6,0.0,0.3,-8.8,-1.6,-12.7,-0.3,2.1,2.3,0.8,3.1
Cc1c(NC(=O)C(C#N)=C2CCCCC2)c(=O)n(-c2ccccc2)n1C,-1.2,8.5,0.7,-12.1,1.3,-8.6,0.6,-0.1,5.3,-2.3,3.1
O=C(Nc1cccc(S(=O)(=O)N2CCOCC2)c1)C1COc2ccccc2O1 (stereo not drawn),2.0,6.1,nt,nt,-13.0,3.4,-4.2,-2.8,nt,11.6,0.5
Cc1ccc(C)c(-c2cc(C(=O)NNC(=S)NCC(C)C)c3ccccc3n2)c1,2.6,-11.2,-0.5,-8.1,-8.0,1.6,-1.3,-0.2,4.0,3.5,5.0
Cc1ccc(S(=O)(=O)n2cc(-c3ccccc3)c(N)n2)cc1,-0.8,8.3,0.2,23.9,-15.9,-6.3,2.5,-2.7,-0.7,21.4,2.3
CCC1Oc2ccc(C)cc2N(CC(=O)NCCCN2CCCCC2CC)C1=O (stereo not drawn),-2.5,-1.9,0.0,-12.6,-3.5,-9.8,-1.4,3.0,0.5,18.5,2.6
CC1CCC2(CC1)OCC1(CCC3(COC4(CCC(C)CC4)OC3)C1=O)CO2 (stereo not drawn),2.1,3.2,-0.7,-4.6,6.0,0.5,4.4,-4.6,0.8,-12.0,5.8
COc1cc(OC)c(-n2c(C)cc(C=O)c2C)cc1Cl,0.0,-10.6,1.9,188.9,-4.8,1.1,-1.4,-0.8,2.2,-29.3,0.9
COc1cc(C(=O)NCc2ccccc2)cc(Br)c1OC,0.7,0.1,-0.2,9.0,-11.7,-6.7,-3.4,-3.6,2.8,8.8,2.9
CCC(C)c1c(N)n(S(=O)(=O)c2ccc(C)cc2)oc1=O (stereo not drawn),-0.5,-9.0,nt,nt,-2.7,-2.7,-0.7,0.3,nt,2.7,1.8
COc1ccccc1CNC(=O)CCS(=O)(=O)c1ccc(Cl)cc1,0.8,-7.6,1.3,-22.3,-2.7,-5.0,-2.4,-0.8,0.0,7.2,-2.5
COc1ccc(OC)c(S(=O)(=O)NC2CCN(Cc3ccccc3)CC2)c1,1.1,-0.7,-1.5,-7.0,-9.1,4.3,-2.5,1.5,2.7,13.5,0.9
O=C(CSc1nnc(-c2cccs2)n1-c1ccccc1)c1ccc2c(c1)OCCO2,-1.2,-5.6,-0.2,+,-1.7,-5.0,-1.1,0.7,2.8,13.3,2.1
c1ccc(OCc2nc(-c3cccs3)no2)cc1,-1.4,-3.6,1.7,7.8,-8.4,0.3,-1.8,-6.2,0.8,11.0,2.0
CC(C)[N+]1=C2C=CC=CC=C2SC12C([N+](=O)[O-])=CC(=[N+]([O-])[O-])C=C2[N+](=O)[O-] (stereo not drawn),1.8,6.9,0.0,-19.3,-1.1,-14.2,2.7,6.0,6.5,-10.7,-2.6
CC12CCC(=O)N1C(C(=O)Nc1ccc(F)cc1)CS2 (stereo not drawn),-0.5,-5.3,-0.9,-1.8,6.1,-0.3,-4.5,3.2,5.6,11.5,0.9
Cc1c(C)n(C)c2ccc(C(=O)N3CCN(c4ccccn4)CC3)cc12,0.1,3.3,-2.1,1.1,2.4,0.0,-1.3,-4.7,1.0,5.0,-0.4
